From PubChem
M. tuberculosis HTS – M. tuberculosis growth inhibition, HTS (AID 449762). M. tuberculosis H37Rv growth inhibition, 7H9 media; higher % means a stronger effect. one-dose inhibition, % at 25 µM; IC50 in µM for titrated hits. 0.59% of 330,000 active; in the data active means a potency from the dose series; inconclusive means inhibition above about 70% without an active follow-up result;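 further: bacterial growth assessed after seven days of incubation; strong numbers were not always called active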
M. tuberculosis – growth inhibition of non-replicating M. tuberculosis (AID 488890) | inhibition, % at 25 µM; hits with a dose series show IC50 in µM | Mycobacterium tuberculosis non-replicating, growth inhibition; higher % means a stronger effect | 0.39% of 320,000 active; in the data active means a potency from the dose series; inconclusive means inhibition mostly from about 82% at the one dose, without a potency; inactive means the rest, 99 in 100 with inhibition below about 76%;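 further: plate controls were DMSO cells for no effect and high antibiotic wells for full effect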
inhibitors of VEEV – inhibitors of VEEV TC-83 cytopathic effect, confirmation, Vero cells (AID 588727) | Vero cells, VEEV TC-83 cytopathic effect inhibition; higher % means a stronger effect | inhibition, % at 20 µM, or IC50 in µM where a hit was titrated | 0.13% of 350,000 active; in the data active means a potency from the dose series; inconclusive means inhibition mostly from about 14% at the one dose, without a potency; inactive means the rest, 99 in 100 with inhibition below about 12%; further: strong numbers were not always called active
Salmonella PhoP GFP – Inhibition of PhoP regulon, Salmonella typhi GFP reporter cells, confirmation, 4 h (AID 1850); 0.33% of 310,000 active; Salmonella Typhi PhoP-promoter GFP reporter, fluorescence, 4 h; higher % means a stronger effect; inhibition, % at 50 µM, or IC50 in µM where a hit was titrated; in the data active means a potency from the dose series; inconclusive means inhibition mostly from about 25% at the one dose, without a potency; inactive means the rest, 99 in 100 with inhibition below about 19%;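 further: 0% = induced wells with vehicle and 100% = uninduced wells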
influenza NS1A – H1N1 influenza NS1A inhibitors, functional cell based assay (AID 504329). NS1A functional cell-based assay, percent inhibition; higher % means a stronger effect. inhibition, % at 12.5 µM, or IC50 in µM where a hit was titrated. 0.3% of 340,000 active; in the data active means a potency from the dose series; inconclusive means inhibition above about 27% without an active follow-up result; further: strong numbers were not always called active
inhibitors of VEEV 10K pilot screen – recorded beside inhibitors of VEEV, whose call it bears; inhibition, %; measured here: 10K pilot screen inhibition
Active calls of the source: *; i = inactive; ? = inconclusive; . = not tested or not shown. This is a random part of the collection (roughly 1.4% active in at least one column).

SMILES | M. tuberculosis HTS | M. tuberculosis | inhibitors of VEEV | Salmonella PhoP GFP | influenza NS1A | others
CC1(C)C(=O)OC(C(=O)c2ccc(Cl)cc2)C(C)(C)C1=O (configuration not stated) | -9.1% | 13.3% | 2.1% | 1.2% | -7.7%
O=C(OCc1nnc(-c2ccccc2)o1)c1cccnc1Cl | -7.5% | 6.8% | 0.9% | -11.8% | -3.0%
CCN(Cc1ccccc1)C(=O)C1CCC(CNc2c(N3CCOCC3)c(=O)c2=O)CC1 (configuration not stated) | -14.7% | . | 0.2% | 4.3% | -0.4%
COC(=O)c1cn(NC(=O)Cc2ccc(Cl)c(Cl)c2)c(=O)c2ccccc12 | -7.1% | -4.5% | i | 3.3% | -0.6%
Cc1cccc(NC(=O)c2cc([N+](=O)[O-])ccc2N2CCN(C)CC2)c1 | 0.9% | -17.2% | 0.5% | -7.7% | -4.3%
O=C(Cc1cccs1)Nc1nnc(SCc2cccc3ccccc23)s1 | 4.7% | -15.5% | 1.8% | -27.0% | -0.5%
O=C(COc1ccccc1F)Nc1ccc2c(c1)CCC2 | 11.8% | 79.0% | 5.8% | . | -20.8%
C/C(=N\NC(=O)CCc1ccc(S(=O)(=O)N2CCOCC2)cc1)c1ccc(Br)cc1 | -1.0% | 0.3% | 1.1% | 3.9% | -2.0%
CCCCc1c(O)nc2sc3cc(OC)ccc3n2c1=O | 5.4% | 6.3% | 3.3% | 1.3% | -4.5%
COc1cccc(C(=O)Oc2ccc3ccc(=O)oc3c2)c1 | 3.3% | 80.0% | 0.4% | 16.8% | 18.5%
CC1CCc2sc(C(=O)N(C)CC(=O)Nc3ccc(N4CCOCC4)cc3)cc2C1 (configuration not stated) | -6.3% | 10.5% | 4.7% | -2.6% | -4.5%
CC1Cc2cc(S(=O)(=O)CCC(=O)NCc3ccco3)ccc2N1C(=O)C1CC1 (configuration not stated) | 2.2% | 0.5% | 0.2% | 3.9% | -11.6%
COc1cc2c(cc1NC(=O)C(C)OC(=O)c1ccc(S(=O)(=O)Nc3ccccc3Cl)cc1)oc1ccccc12 (configuration not stated) | 4.9% | -9.3% | 4.7% | -0.4% | 8.6%
O=C1OC(/C=C/c2ccccc2)=NC/1=C\c1cccnc1 | -5.0% | i | i | 8.3% | 2.6%
Cc1ccc(NC(=O)CSCc2cc(=O)n3ccsc3n2)c(C)c1 | -4.6% | 4.3% | 0.3% | -5.6% | 12.7%

For convenience, some entries already given.
SMILES | M. tuberculosis HTS | M. tuberculosis | inhibitors of VEEV | Salmonella PhoP GFP | influenza NS1A | others
CCN(Cc1ccccc1)C(=O)C1CCC(CNc2c(N3CCOCC3)c(=O)c2=O)CC1 (configuration not stated) | -14.7% | . | 0.2% | 4.3% | -0.4%
COC(=O)c1cn(NC(=O)Cc2ccc(Cl)c(Cl)c2)c(=O)c2ccccc12 | -7.1% | -4.5% | i | 3.3% | -0.6%
Cc1cccc(NC(=O)c2cc([N+](=O)[O-])ccc2N2CCN(C)CC2)c1 | 0.9% | -17.2% | 0.5% | -7.7% | -4.3%
O=C(Cc1cccs1)Nc1nnc(SCc2cccc3ccccc23)s1 | 4.7% | -15.5% | 1.8% | -27.0% | -0.5%
O=C(COc1ccccc1F)Nc1ccc2c(c1)CCC2 | 11.8% | 79.0% | 5.8% | . | -20.8%
C/C(=N\NC(=O)CCc1ccc(S(=O)(=O)N2CCOCC2)cc1)c1ccc(Br)cc1 | -1.0% | 0.3% | 1.1% | 3.9% | -2.0%
CCCCc1c(O)nc2sc3cc(OC)ccc3n2c1=O | 5.4% | 6.3% | 3.3% | 1.3% | -4.5%
COc1cccc(C(=O)Oc2ccc3ccc(=O)oc3c2)c1 | 3.3% | 80.0% | 0.4% | 16.8% | 18.5%
CC1CCc2sc(C(=O)N(C)CC(=O)Nc3ccc(N4CCOCC4)cc3)cc2C1 (configuration not stated) | -6.3% | 10.5% | 4.7% | -2.6% | -4.5%

More compounds follow:
SMILES | M. tuberculosis HTS | M. tuberculosis | inhibitors of VEEV | Salmonella PhoP GFP | influenza NS1A | others
CC(=O)Nc1ccc(NC(=O)C2CCN(C(=O)c3ccc([N+](=O)[O-])cc3)CC2)cc1 | -1.3% | -3.3% | 0.8% | -4.2% | -0.7%
CCCNC(=O)COC(=O)c1ccc(OCC(=O)Nc2ccccc2OC)c(OC)c1 | 4.8% | -2.3% | 7.0% | 8.1% | 9.9%
COc1ccc(S(=O)(=O)N(C)CC(=O)NCCC2=CCCCC2)cc1 | -4.7% | 12.7% | i | 3.9% | 4.7%
CC(C)NS(=O)(=O)c1ccc(Oc2ncc(C(F)(F)F)cc2Cl)cc1 | -7.1% | 3.0% | 2.5% | 1.8% | 11.3%
Nc1nc2c(Cl)cc(Cl)cc2s1 | 3.5% | 8.4% | 2.0% | -8.5% | -1.1%
Cc1ccc(-c2nnnn2C2C/C(=N\NC(N)=S)C3OCC2O3)cc1 (configuration not stated) | -5.9% | 11.9% | 0.4% | -0.1% | 10.8%
O=c1[nH]c2ccccc2c(O)c1-c1ccccc1 | -10.1% | -4.0% | 2.1% | 5.4% | -2.2%
CSc1c(-c2ccccn2)c(N)nn1C(=O)C1CC1 | 12.8% | 3.5% | 1.6% | 3.2% | -18.5%
O=C1Nc2ccccc2C(=O)N2[C@H](c3cccc(Br)c3)[C@@H]3C(=O)N(Cc4ccccc4)C(=O)[C@@H]3[C@H]12 | 0.4% | 22.6% | 0.5% | -8.8% | 11.3% | inhibitors of VEEV 10K pilot screen=0.3
O=C(OCc1ccccc1F)c1cnc(Cl)c(Cl)c1 | 13.1µM* | ? | i | 3.3% | 3.2%
CC(=O)N1CCC(C(=O)N2CCN(S(=O)(=O)c3ccc(F)cc3)CC2)CC1 | -0.9% | -8.3% | 1.4% | -8.2% | -9.4%
CCCNS(=O)(=O)c1cccc(C(=O)NC2CCCc3ccccc32)c1 (configuration not stated) | -6.7% | 15.8% | 4.7% | 2.6% | -1.4%
CCOC(=O)CSc1n[nH]c(=O)n1CCc1ccccc1 | -3.1% | 8.8% | 1.8% | 2.7% | -1.9%
CN(Cc1nc2ccccc2[nH]1)Cc1nc(CC2CC2)no1 | -1.1% | 0.7% | 2.7% | 17.5% | 11.2%
COc1cc(C(=S)N2CCOCC2)ccc1OC(=O)c1cccc(C)c1 | -0.8% | 2.2% | i | -1.2% | 6.8%
COc1cc2ncnc(NCc3cc(F)ccc3F)c2cc1OC | 7.3% | 7.5% | 0.3% | 5.4% | -4.0%
O=C(Cn1nc(-c2ccccc2)c2ccccc2c1=O)Nc1ccc2c(c1)nc1n2CCOC1 | -16.1% | -34.0% | 1.9% | -7.4% | -0.1%
CCOC(=O)C1CCN(C(=O)c2cc(S(=O)(=O)N(C)C)ccc2N2CCCC2)CC1 | -8.1% | -0.1% | 1.0% | -7.0% | 1.8%
O=S(=O)(NCCc1ccc(Cl)cc1)c1cccs1 | 6.5% | 9.3% | 4.8% | -7.7% | -7.7%
CN(C)S(=O)(=O)c1cccc(NC(=O)COc2ccc(S(=O)(=O)N3CCOCC3)cc2Cl)c1 | 3.3% | -7.9% | 0.0% | . | -11.7%
CN(C)C(CNC(=O)c1cc(S(=O)(=O)N(C)c2ccc(F)cc2)ccc1Cl)c1cccs1 (configuration not stated) | . | . | 5.9% | . | -1.6%
COc1cccc(NC(=O)CN(C)C(=O)c2cccc(S(=O)(=O)Nc3ccccc3OC)c2)c1 | -3.2% | 1.7% | 2.1% | . | 4.9%
O=[N+]([O-])c1ccccc1/C=N/n1c(-c2ccccc2)n[nH]c1=S | 2.5% | 7.0% | 0.6% | 3.8% | -1.8%
Cc1cccc(C(=O)N2CCN(c3ccc([N+](=O)[O-])c(NCc4ccco4)c3)CC2)c1 | -5.2% | 14.2% | 6.1% | 7.5% | 6.0%
CCC(c1ccc(O)cc1)C(CC)c1ccc(O)cc1 (configuration not stated) | -2.1% | 10.4% | 3.3% | -7.8% | 1.7%
COc1ccc2cc(C(=O)C3CCCN(C(=O)c4cccnc4)C3)ccc2c1 (configuration not stated) | -0.6% | 7.2% | 3.0% | -4.7% | 3.5%
Cc1nc(-c2ccc(Cl)cc2)sc1C1(C)CC(c2ccc(F)cc2)=NO1 (configuration not stated) | 8.6% | 10.6% | 7.4% | -8.7% | -21.8%
Cc1c(C=O)c2ccccn2c1C(=O)c1cccs1 | -0.1% | ? | 2.9% | 2.2% | 1.8%
COc1ccc(C(=O)NC2CCCCC2)cc1OC1CCN(C(C)C)CC1 | 4.7% | -1.5% | 0.1% | -12.3% | -6.4%
O=C(O)CN1C(=O)CC(Cc2ccccc2)C1=O (configuration not stated) | -14.8% | -8.7% | 2.6% | 10.2% | -0.1%
COC(=O)c1ccccc1NC(=O)c1ccc(NS(C)(=O)=O)cc1 | -2.5% | 6.6% | 8.1% | -0.5% | 5.0%
Cc1cc(Cl)ccc1NC(=S)Nc1cccnc1 | -11.1% | 37.5% | 0.8% | -8.5% | -11.5%
CC(C)CC[n+]1ccn(-c2nc3ccccc3nc2[N-]S(=O)(=O)c2ccccc2)c1 | 1.3% | 1.4% | 1.4% | 4.2% | 5.1%
CCNc1nc2c(c(=O)n(C)c(=O)n2C)n1CCCc1ccccc1 | -0.9% | -3.7% | 0.8% | 11.2% | -2.2%
COc1ccc(C2=Nn3c(nnc3-c3ccccc3)SC2)cc1OC | 9.1% | -6.0% | 0.9% | -7.2% | 3.0%
O=C(N=C1SC2CS(=O)(=O)CC2N1c1ccccc1)C1CC1 (configuration not stated) | 0.3% | -12.6% | 2.3% | 5.0% | -0.1%
Cc1ccc(C(=O)N2CCN(S(=O)(=O)c3ccc(Br)cc3)CC2)o1 | 1.6% | 5.3% | 0.4% | 9.3% | 7.7%
COc1ccc(-n2c(C)cc(=O)[nH]c2=O)cc1 | -0.2% | 5.0% | 0.1% | -4.3% | -7.3%
Cc1ccc(-n2c(Cn3nc(C(F)F)cc3C(F)F)n[nH]c2=S)cc1 | -7.6% | -1.4% | i | -5.8% | 3.8%
CCN1CCN(CC(=O)N/N=C/c2ccc(F)cc2F)CC1 | -5.2% | -13.5% | 1.0% | -0.2% | -0.5%
Cc1ccc(C(C(=O)NC2CCCCC2)N2CCOCC2)cc1 (configuration not stated) | 4.8% | 16.3% | 0.9% | -10.1% | -12.9%
Cc1ccccc1C(=O)NCC(c1ccco1)N1CCc2ccccc21 (configuration not stated) | 20.7% | 10.5% | 2.8% | 0.8% | 1.4%
O=C1CC(C(=O)NCCc2ccccc2)SC(=Nc2ccccc2)N1 (configuration not stated) | -6.9% | 21.1% | 0.8% | -16.0% | .
COC(=O)CNC(=O)C1Cc2ccccc2CN1S(=O)(=O)c1ccc(F)cc1 (configuration not stated) | 4.6% | -9.2% | 0.4% | -12.8% | -7.2%
COc1ccccc1Nc1nn2c(=O)c3ccc(C(=O)N4CCCC(C)C4)cc3nc2s1 (configuration not stated) | 41.6% | 79.9% | 11.3% | 2.4% | 11.5%
CCC(CO)Nc1ncnc2c1cnn2-c1ccc(OC)cc1 (configuration not stated) | -2.3% | . | 5.9% | -4.6% | 0.4%
COc1ccc(NC(=O)/C(C#N)=C/c2ccc3c(c2)n(C)c(=O)n3C)cc1 | -5.6% | -10.1% | 0.5% | -11.2% | 7.8%
Cn1c(CNc2cccc(Cl)c2)nnc1SCC#N | 1.1% | 6.3% | 2.4% | 6.7% | -5.6%
CC(=O)[C@@]1(O)CCC2C3CC[C@H]4C[C@@H](O)CC[C@]4(C)C3CC[C@@]21C (some centres not stated) | 6.2% | 12.4% | 6.3% | . | 8.2%
COc1ccc(NC(=O)CSc2c3c(nc4ccccc24)CCCC3)c(OC)c1 | -11.8% | 28.9% | 6.0% | -2.1% | 9.2%
CCN(CC(=O)NCc1ccc(Cl)cc1)C(=O)CCOc1ccccc1C | 5.1% | 22.3% | 4.9% | 3.3% | -7.4%
COc1cc([N+](=O)[O-])ccc1NC(=O)Nc1cnccn1 | -0.1% | 16.7% | 8.5% | -6.7% | -5.7%
CC[n+]1c(/C=C(\C)SC)sc2ccccc21 | 5.9% | 0.1% | i | 8.3% | 3.8%
Cn1nnc2cc(C(=O)NCc3ccco3)ccc21 | -5.6% | -0.6% | 0.2% | 0.4% | -3.1%
CN1CCc2c(sc(NC(=O)c3ccco3)c2C(N)=O)C1 | 4.5% | 0.3% | 1.9% | 5.0% | 13.5%
CCC1Oc2ccc(Cl)cc2N(CC(=O)O)C1=O (configuration not stated) | -13.1% | 4.4% | i | -1.5% | -1.9%
CCCCNCC(=O)Nc1sc(C)c(C)c1C(=O)OCC | ? | ? | i | -1.5% | -3.8%
